Compound activity (PubChem BioAssay)
NSD2 HMT inh: blocks human histone methyltransferase NSD2 | NSD2 peptide methylation, AlphaScreen, 120 min | inhibition, % at 12.5 µM | 310,000 compounds, 0.54% hits | AID 743445; in the data active = inhibition above about 50%
cardiac RTF act: increases calcium sensitivity of human cardiac regulated thin filaments | AID 493008 | activation, % at 7.2 µM | 340,000 compounds, 0.24% hits | P19429+P45379 | IANBD-labeled TnC RTF fluorescence at EC20 calcium; 0% EC20 calcium, 100% full calcium;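 active = activation above the mean over all tested compounds plus 3 SD, cut at about 30% in these data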;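 note: rise in fluorescence read as greater calcium sensitivity of cardiac thin filaments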
PfHsp90 set2: reduces growth (ATP signal) of yeast expressing P. falciparum Hsp90; S. cerevisiae expressing PfHsp90, BacTiter-Glo ATP, 48 h; yeast lacking PDR1 and PDR3 efflux regulators; inhibition, % at 9.4 µM; 310,000 compounds, 0.32% hits;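 active = every replicate shows inhibition above about 80%, whatever the replicate mean, limit read from the data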;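 note: 0% = DMSO neutral controls and 100% = 20 µM radicicol positive controls; yeast relying on Plasmodium falciparum Hsp90 in place of its own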
C-LANA FP: blocks KSHV LANA C-terminal domain binding to DNA | MBP-C-LANA/FAM-LBS DNA binding, fluorescence polarization | 340,000 compounds, 0.078% hits | inhibition, % at 9 µM;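 active = highest replicate inhibition at or above 60% at 9 µM, even if other replicates fall short; inactive = all replicates below 60% inhibition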;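 note: 0% = neutral control wells and 100% = 4 µM acridine orange control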
Rtt109 HAT inh: C. albicans Rtt109 histone acetyltransferase inhibition. purified Rtt109/Vps75, ThioGlo CoA-SH fluorescence, 4 h. Q5AAJ8. inhibition, % at 34.9 µM. 330,000 compounds, 0.16% hits;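 active = inhibition of at least 50% in every replicate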
PvdQ acylase: P. aeruginosa PvdQ acylase inhibition | AID 488965 | 340,000 compounds, 0.063% hits | inhibition, % at 10 µM | purified PvdQ acylase, fluorescence plate reader; in the data active = inhibition above about 30%, passing the limit was not always enough;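 note: 0% = vehicle neutral wells and 100% = reference inhibitor wells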
SUMO Mot1 rescue: inhibitors of SUMOylation pathway: yeast Mot1-301 growth rescue. AID 2716. 320,000 compounds, 1% hits. growth rescue, % at 18.8 µM. S. cerevisiae Mot1-301 growth rescue, ATP luminescence, 38.5C; percent above DMSO median, 100 means doubled;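 active = every valid replicate shows activation above 250% relative to neutral control wells; inactive = the rest, any valid replicate at or below 250%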;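 note: OY570 slx delta 5 strain wells were the positive control but not used for scaling; some compounds called inactive have numbers as strong as hits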
dFosB act: mouse delta FosB homodimer activation. P13346. activation, % at 25 µM. 340,000 compounds, 0.99% hits. AID 493131. purified delta FosB, TAMRA-CDK5 oligo fluorescence polarization; percent of positive-control signal above neutral wells;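 active = mean activation above about 17%, with every replicate also reaching it, limit read from the data, passing the limit was not always enough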;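 note: fluorescence polarization rise as delta FosB binds a TAMRA Cdk5 AP-1 oligo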
Target sequence (P13346 whole entry, looked up): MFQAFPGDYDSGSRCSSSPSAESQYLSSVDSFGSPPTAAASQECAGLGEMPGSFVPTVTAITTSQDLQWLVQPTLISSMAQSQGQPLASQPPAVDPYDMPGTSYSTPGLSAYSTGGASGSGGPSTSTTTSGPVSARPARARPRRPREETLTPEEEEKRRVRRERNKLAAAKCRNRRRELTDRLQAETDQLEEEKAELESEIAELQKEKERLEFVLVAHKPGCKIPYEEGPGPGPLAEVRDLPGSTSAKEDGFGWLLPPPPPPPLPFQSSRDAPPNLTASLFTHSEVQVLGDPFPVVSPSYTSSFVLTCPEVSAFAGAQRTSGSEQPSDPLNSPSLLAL
CDK5 inh: blocks human CDK5/p35 kinase activity. Recombinant CDK5/p35, ADP-Glo luminescence, 60 min. inhibition, % at 10 µM. 330,000 compounds, 0.01% hits;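 active = highest replicate inhibition of at least 50% and at least 75% of replicates reaching 50%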;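 note: plate controls were DMSO neutral control for no effect and GW8510 at 10 µM for full effect; many of its hits are not listed in these tables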
RTF Ca sens inh: cardiac RTF calcium desensitization | 340,000 compounds, 0.12% hits | inhibition, % at 7.15 µM | AID 493244 | P19429+P45379 | IANBD-labeled cardiac RTF, Ca2+ fluorescence;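 active = inhibition above the mean inhibition of all tested compounds plus 3 SD, cut at about 17% in these data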;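 note: assay run at fixed EC70 calcium of 1.6 mM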
Keap1-Nrf2 PPI: Keap1-Nrf2 (human) interaction inhibition | Q14145 | Keap1 Kelch-Nrf2 peptide fluorescence polarization, 1536-well | inhibition, % at 9.4 µM | 340,000 compounds, 0.15% hits | AID 504523; in the data active = inhibition above about 12%;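 note: human Keap1 Kelch domain with fluorescein labeled Nrf2 9mer peptide probe; 0% = neutral control wells and 100% = peptide positive control; higher means more block of Keap1 binding to Nrf2 peptide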
Target sequence (Q14145 whole entry, looked up, the tested form may be a part): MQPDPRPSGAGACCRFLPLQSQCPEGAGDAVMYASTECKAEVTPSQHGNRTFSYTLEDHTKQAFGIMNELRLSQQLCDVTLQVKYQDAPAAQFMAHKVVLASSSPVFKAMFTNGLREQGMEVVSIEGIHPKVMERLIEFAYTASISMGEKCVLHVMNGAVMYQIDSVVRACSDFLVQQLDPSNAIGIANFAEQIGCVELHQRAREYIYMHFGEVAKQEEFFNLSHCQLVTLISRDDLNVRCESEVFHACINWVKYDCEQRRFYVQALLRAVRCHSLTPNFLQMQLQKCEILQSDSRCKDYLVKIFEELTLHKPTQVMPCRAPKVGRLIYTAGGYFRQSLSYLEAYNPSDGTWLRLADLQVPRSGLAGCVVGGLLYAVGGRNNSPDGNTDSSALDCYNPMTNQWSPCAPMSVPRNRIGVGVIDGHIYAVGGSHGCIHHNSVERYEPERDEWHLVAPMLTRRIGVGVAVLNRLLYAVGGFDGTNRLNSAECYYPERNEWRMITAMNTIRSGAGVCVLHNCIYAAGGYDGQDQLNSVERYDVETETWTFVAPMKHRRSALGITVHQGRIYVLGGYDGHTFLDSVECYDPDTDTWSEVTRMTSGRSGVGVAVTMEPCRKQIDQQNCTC
* hit, by the source's call; . = not tested or not shown. Random draw from the library; 3.2% or so of the library scored in one or more.

Values run as follows: PfHsp90 set2	SUMO Mot1 rescue	PvdQ acylase	cardiac RTF act	CDK5 inh	C-LANA FP	dFosB act	NSD2 HMT inh	Keap1-Nrf2 PPI	Rtt109 HAT inh	RTF Ca sens inh
[1] COc1ccc(C2CC(=O)c3c(C)nc(N4CCN(c5ccccc5)CC4)nc3C2)cc1 (configuration not stated)
 : .	2	-13	7	0.7	1.0	-1	53*	-2	-13	-8
[2] COc1ccc(NCc2nnc(SCC(=O)c3ccc(C)cc3)o2)cc1
 : -10	8	-4	7	0.3	2.2	0	0	1	8	-7
[3] CCCCn1c(N)c(N(CCOC)C(=O)c2cc(-c3ccc(OC)c(OC)c3)nc3ccccc23)c(=O)[nH]c1=O
 : -9	343	-2	-2	0.0	-0.4	-2	5	-3	6	5
[4] COc1cc(/C=C/C(=O)O)cc(OC)c1OC
 : 0	32	-1	-3	0.9	1.8	4	.	3	4	-10
[5] CCN1C(=O)[C@@H]2[C@@H](c3ccc(-c4ccc(C(C)=O)cc4)cc3)N3CCC[C@@]3(C(=O)OC)[C@@H]2C1=O
 : -15	265	-11	-1	2.5	-0.3	-8	.	-1	7	1
[6] O=S(=O)(Nc1ccc(-n2cnnn2)cc1)c1ccccc1F
 : -13	-4	3	-7	0.4	0.8	0	-1	1	-1	-4
[7] CC(C)CCN1CCN(Cc2cc3ccccc3[nH]2)CC1CCO (configuration not stated)
 : -13	-1	-9	0	0.2	-2.0	2	-4	4	-2	1
[8] CCC(CC)C(=O)Nc1ccc(C(=O)c2ccccc2)cc1
 : -1	-1	5	-7	2.0	0.1	-8	-1	-1	42	-1
[9] COc1cccc(NC(=O)Nc2cc(C)on2)c1
 : 3	68	-2	0	0.6	0.6	-13	-5	3	0	-12
[10] O=C(CN1C(=O)C2CC=CCC2C1=O)NCc1cccs1 (configuration not stated)
 : 23	-2	-9	5	-2.8	4.8	-8	0	-4	-1	-2
[11] COCCN(C(=O)c1csnn1)C(C(=O)NC1CCCCC1)c1cccs1 (configuration not stated)
 : -6	-4	-8	-6	-0.5	0.6	-5	0	2	-8	-6
[12] O=C(CN1C(=O)NC2(CCCC2)C1=O)NCc1ccco1
 : 7	5	-12	-2	-0.4	2.7	0	-1	-3	-4	-2
[13] Cc1ccc(C)c(Cn2c(=O)n(-c3ccc(CC(=O)NCc4ccco4)cc3)c(=O)c3sccc32)c1
 : 21	-9	-13	2	-1.1	-0.1	30*	.	-2	0	1
[14] COc1cccc(N2CCN(CC(=O)NC(C)c3ccccc3)CC2)c1 (configuration not stated)
 : 0	-8	8	-10	-0.4	-0.5	0	2	-2	40	-7
[15] Cc1ccc2nc(SCc3nnc(-c4ccccc4Br)o3)[nH]c2c1
 : -1	149	-12	-3	0.2	-0.8	-2	2	-5	-17	1
[16] CSc1nc(O)c(Nc2ccccc2)c(=O)[nH]1
 : .	.	-7	7	0.8	-1.0	0	0	0	-3	5
[17] C=CCNc1oc(-c2ccc(OCC)cc2)nc1C#N
 : -17	5	-5	8	-2.7	2.3	-2	0	-4	-5	-10
[18] CCN(CC)c1nc2ccccc2n(Cc2cccc(OC)c2)c1=O
 : 4	-15	2	-6	-0.9	0.1	-12	4	-2	11	-10
[19] Cc1nn(-c2ccccc2)c2c1C(c1ccccc1)C(C#N)=C(N)O2 (configuration not stated)
 : 4	15	-7	-4	1.6	-0.1	-7	0	4	-6	-5
[20] CCc1cc(=O)oc2cc(OCC(=O)NCCCn3ccnc3)c(Cl)cc12
 : 2	2	4	2	-1.6	0.0	-10	12	0	18	1
[21] CCc1ccc(NC(=O)Nc2ccc3c(c2)N(C)C(=O)CS3)cc1
 : 1	-6	-19	2	-5.8	1.0	-5	.	-11	-4	-3
[22] COC(=O)C1=CN(c2ccc(F)cc2)C=C(C(=O)OC)C1c1cccc(Br)c1
 : -49	2	-9	10	0.3	-0.8	2	-4	1	-6	-3
[23] COc1ccc(/C=C/C(=O)Nc2ccc3nc4n(c(=O)c3c2)CCCC4)cc1OC
 : -33	2	-20	5	-0.8	-2.1	-1	-2	-4	-16	-5
[24] C=CCNC(=O)CCCOc1cc(C)ccc1C
 : 3	14	-15	2	-1.0	0.5	-4	0	1	-11	-7
[25] CCNc1nc(NCC)nc(N(CC)C(N)=S)n1
 : 9	2	-3	2	-0.5	-2.7	-6	-3	-6	3	4
[26] O=S(=O)(/N=C(/c1ccccc1)N1CCOCC1)c1ccc(Br)cc1
 : 0	7	-19	-5	-1.8	-1.6	3	-2	-2	-10	-8
[27] Cc1ccc(NNC(=S)Nc2ccc(C(C)C)cc2)c(C)c1
 : 5	2	-1	6	1.6	0.6	-7	2	-1	-1	11
[28] C=CCN1CN(S(=O)(=O)c2ccc(OC)cc2)c2nc3ccccc3nc21
 : 12	-14	-4	0	-0.5	-3.0	-5	29	0	3	-4
[29] O=C(O)CCC(=O)NCc1ccc(C(=O)O)cc1
 : .	2	-9	-4	0.3	0.7	-3	1	3	8	5
[30] COc1ccc(CCNc2nc(-c3ccco3)cc(C(F)(F)F)n2)cc1OC
 : 43	-23	-15	1	-2.2	-0.5	-12	.	-2	-12	-12
[31] OCC(CO)(CO)N=Cc1c(O)ccc2ccccc12
 : 6	-3	4	-7	-0.2	19	-7	4	2	3	-3
[32] CC(C)OCCCNc1nc(-c2ccccc2)nc2ccccc12
 : -7	2	7	-1	0.1	0.4	-24	-6	-2	-2	-1
[33] Cc1cc(NC(=O)[C@H](C)NC(=O)c2ccco2)ccc1Br
 : -12	-19	-6	-1	-0.1	-0.8	2	-2	0	1	-10
[34] COC(=O)c1cc(Br)c(=O)n(CCc2ccc(F)cc2)c1
 : 13	-15	-6	0	-0.2	-0.8	-4	0	-3	7	4
[35] COc1ccc2c(=O)cc(C(=O)O)oc2c1
 : -18	5	-9	-1	0.6	-0.1	-5	0	-4	.	-5
[36] COc1ccc(OCCSc2nc(N)cc(=O)[nH]2)cc1
 : 15	-15	3	3	0.6	1.4	-5	0	-5	8	3
[37] O=C(c1ccc(N2CCCC2=O)cc1)N1CCCCCC1
 : -5	3	-9	1	0.2	1.0	-1	-5	-1	-11	-1
[38] CCOc1ccc(S(=O)(=O)NNC(=S)Nc2ccc(Br)cc2)cc1
 : 13	-6	-3	-1	-1.3	-2.3	4	0	0	9	3
[39] COc1ccc(NC(=O)C2Cc3ccccc3CN2C(=O)c2ccccc2)cn1 (configuration not stated)
 : -6	2	-16	11	-3.2	20	-11	0	7	5	-9
[40] Cc1ccc(S(=O)(=O)/N=C(/c2ccc(F)cc2)N2CCCCC2)cc1
 : -19	-26	-10	3	-1.6	0.9	4	0	2	3	-6
[41] CCN(C(=O)COC(=O)c1ccc(F)c(S(=O)(=O)N2CCOCC2)c1)C1CCS(=O)(=O)C1 (configuration not stated)
 : 2	59	-7	0	0.5	0.8	3	-2	-3	-15	-5
[42] COc1ccc(/C=N/Nc2cc(C)nc3ccc(Br)cc23)cc1
 : 13	-7	-5	-1	0.1	-0.1	62*	-3	-6	-11	-9
[43] Cc1cccc(NC(=O)c2nc[nH]c2C(=O)NCC(=O)OCc2ccccc2)c1
 : -8	-7	5	-5	2.2	0.5	-3	.	-5	9	-4
[44] O=C1CCC(C(=O)OCc2nnc(-c3ccc(Br)cc3)o2)=NN1
 : 0	.	-6	-1	0.0	0.0	-8	-2	0	-2	-5
[45] CC(C)NCc1cc(Br)ccc1OCc1ccccc1
 : -3	-6	-10	-2	-0.8	0.7	-6	10	2	0	-3
[46] CCc1cc(=O)oc2c3c(cc(OCC(=O)NCc4cccnc4)c12)OC(C)(C)CC3
 : 8	-15	-6	6	-1.0	-0.7	-17	.	-2	-10	-2
[47] CCc1ccccc1N1CC(C(=O)Nc2cc(C)on2)CC1=O (configuration not stated)
 : 28	-4	-14	4	-1.2	-0.8	-8	-2	-4	-1	-17
[48] Cc1nnc(-c2cccc(Br)c2)c2cn(-c3cccc(Br)c3)nc12
 : 27	-12	-15	13	2.3	1.9	-5	1	-8	-2	-5
[49] NC(CS(=O)O)C(=O)O (configuration not stated)
 : -8	12	-5	-1	-0.2	-0.3	1	.	2	-2	9
[50] CSc1nc(Cl)c(Br)c(Nc2c[nH]c(=O)[nH]c2=O)n1
 : -3	.	10	-6	3.3	0.3	-8	.	-1	-12	1
[51] Cc1ccc(-n2nc3c(=O)n(CCCC(=O)NCCc4ccccc4C)nc(C)c3c2C)cc1
 : -11	-7	-3	6	0.8	1.5	-17	-5	3	17	-2
[52] O=C(NCC1CCCO1)c1c(O)c2ccccc2[nH]c1=O (configuration not stated)
 : -17	23	-7	8	-1.8	1.1	0	2	1	0	5
[53] O=C(c1nc2ccccn2c1CN1CCC(Cc2ccccc2)CC1)N1CCCC1
 : 12	23	-10	6	-0.2	-0.4	-11	6	-4	8	-17
[54] CN1CCN(CCCCOc2ccc(Br)cc2)CC1
 : -7	-5	-10	-2	-0.7	1.5	-16	.	-4	1	-6
[55] CC(C)NC(=O)c1ccc2c(c1)N(CC(=O)N1CCCCC1)C(=O)C(C)(C)O2
 : 25	-8	-1	-3	0.3	-1.1	4	-2	1	-12	10
[56] COc1ccc(C(=O)NC(=S)NNC(=O)c2c(-c3ccccc3)noc2C)cc1OC
 : 22	-19	10	.	0.3	0.7	-6	2	-2	22	.
[57] Cc1ccc(C(=O)NC(=S)Nc2ccc(NC(=O)c3cccc(Cl)c3)cc2)cc1
 : -15	5	-4	4	-2.9	-1.6	-3	-2	1	4	-2
[58] COc1ccc2c3c(c(=O)oc2c1OCC(=O)O)CCCC3
 : 7	28	-5	1	-1.7	-1.0	-1	-1	0	-18	7
[59] O=C(CSc1n[nH]c(=O)n1C1CC1)c1c[nH]c2ccccc12
 : .	-7	-21	1	1.3	1.7	13	6	-1	-3	-3
[60] CC(=O)N1CCN(c2nc(C)nc3sc4c(c23)CCC(C)C4)CC1 (configuration not stated)
 : .	52	-5	4	-0.6	-0.6	0	-4	0	-3	2

Next part
Values run as follows: PfHsp90 set2	SUMO Mot1 rescue	PvdQ acylase	cardiac RTF act	CDK5 inh	C-LANA FP	dFosB act	NSD2 HMT inh	Keap1-Nrf2 PPI	Rtt109 HAT inh	RTF Ca sens inh
[61] COc1cc(/C=C2/SC(=Nc3ccc(O)cc3)NC2=O)ccc1O
 : 15	-12	4	0	0.4	0.7	-17	18	-1	28	-8
[62] CCOc1cc(/C=N/NC(=O)c2ccc(CN3CCOCC3)cc2)ccc1OC
 : -18	25	8	3	0.5	-2.7	6	-4	-3	-7	2
[63] Cn1c(=O)c2ncn(CC(=O)N/N=C/C=C/c3ccccc3)c2n(C)c1=O
 : 25	1	13	-6	1.3	-1.2	3	0	-1	5	11
[64] COC(=O)c1ccc(N2C(=O)C3CC=CC(C)C3C2=O)cc1 (configuration not stated)
 : 13	-12	-7	-2	-1.3	2.1	13	0	-1	-13	1

NSD2 HMT inh, what is marked active above.
nr	Structure	PfHsp90 set2	SUMO Mot1 rescue	PvdQ acylase	cardiac RTF act	CDK5 inh	C-LANA FP	dFosB act	NSD2 HMT inh	Keap1-Nrf2 PPI	Rtt109 HAT inh
1	COc1ccc(C2CC(=O)c3c(C)nc(N4CCN(c5ccccc5)CC4)nc3C2)cc1 (configuration not stated)	.	2	-13	7	0.7	1.0	-1	53*	-2	-13
